D1 agonist = activates the human D1 dopamine receptor | HEK293 T-REx D1 cells, calcium flux, agonist mode | activation, % at 2 µM | 360,000 tested, 1% active | AID 504660; in the data active = activation above about 30%; also: 0% is about no effect
Target sequence (P21728 whole entry, looked up): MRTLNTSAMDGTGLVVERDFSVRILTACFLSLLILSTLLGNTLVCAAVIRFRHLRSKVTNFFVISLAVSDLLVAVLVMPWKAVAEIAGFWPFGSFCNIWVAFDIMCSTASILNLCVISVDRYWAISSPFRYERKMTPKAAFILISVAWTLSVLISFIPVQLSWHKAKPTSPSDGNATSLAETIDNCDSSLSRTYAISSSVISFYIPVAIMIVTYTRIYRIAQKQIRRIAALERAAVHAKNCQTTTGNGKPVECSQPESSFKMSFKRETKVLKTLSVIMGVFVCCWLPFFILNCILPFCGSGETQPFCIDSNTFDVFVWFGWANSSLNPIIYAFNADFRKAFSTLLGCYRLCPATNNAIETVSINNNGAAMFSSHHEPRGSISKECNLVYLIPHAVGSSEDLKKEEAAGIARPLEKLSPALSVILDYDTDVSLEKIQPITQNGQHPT
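Tetracycline-induced HEK293 TREx D1 cells, force-coupled to calcium signalling, were dye-loaded with a no-wash calcium kit. Compound was pin-added after a 10 s baseline. Fluorescence was read kinetically at 1 cycle/s for 180 s, with calcium rises flagged as agonism.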
TRHR PAM = TRH receptor (human) allosteric enhancement. TRHR cells, fluo-8 calcium fluorescence, EC20 TRH enhancement. enhancement, % at 2 µM. 360,000 tested, 0.66% active. P34981. AID 493056; in the data active = enhancement above about 30%; also: 0% is about no effect
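TRHR-expressing cells loaded with fluo-8 calcium dye were read kinetically (ex 480/em 530) during compound addition, then stimulated with an EC20 of TRH (10 nM final). Enhancement of the Gq-mediated intracellular calcium response was scored.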
D2 antagonist = antagonists of human D2 dopamine receptor; HEK293 TREx D2 cells, calcium flux, dopamine EC80; inhibition, % at 10 µM; 340,000 tested, 2% active; in the data active = inhibition above about 30%; also: 0% is about no effect
Target sequence (P14416 whole entry, looked up): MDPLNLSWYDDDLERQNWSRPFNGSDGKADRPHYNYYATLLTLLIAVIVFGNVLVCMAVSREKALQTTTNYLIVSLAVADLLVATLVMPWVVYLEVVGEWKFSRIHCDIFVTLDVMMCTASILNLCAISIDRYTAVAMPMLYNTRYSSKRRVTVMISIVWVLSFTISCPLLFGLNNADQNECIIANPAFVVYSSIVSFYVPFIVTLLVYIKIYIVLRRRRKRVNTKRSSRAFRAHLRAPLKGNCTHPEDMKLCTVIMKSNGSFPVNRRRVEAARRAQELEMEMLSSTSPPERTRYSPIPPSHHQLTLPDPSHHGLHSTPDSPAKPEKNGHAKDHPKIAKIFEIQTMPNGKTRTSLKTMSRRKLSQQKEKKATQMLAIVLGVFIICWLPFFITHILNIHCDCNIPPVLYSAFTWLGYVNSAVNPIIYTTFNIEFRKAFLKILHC
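Calcium mobilization kinetics were recorded at 1 s intervals in tetracycline-induced HEK293 T-REx D2 cells, first for 180 s after compound addition and then 180 s after EC80 dopamine.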
D2 potentiator = positively modulates the human D2 dopamine receptor allosterically; P14416; HEK293 T-REx D2, calcium flux, EC20 dopamine potentiation; potentiation, % at 10 µM; 340,000 tested, 0.34% active; AID 485347;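 active = potentiation over 3 SD above the plate norm, cut at about 30% in these data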; also: 0% is about no effect
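Potentiation of an EC20 dopamine calcium response is measured in a force-coupled, tetracycline-inducible Hek293 Trex D2 line. Compound-only kinetic reads over 180 s flag agonists before dopamine addition.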
RXFP1 antag = blocks the human relaxin receptor RXFP1. HEK293-RXFP1, relaxin-stimulated cAMP HTRF, 30 min; stronger effect = lower value. activity change, negative = inhibition, % at 57.5 µM. 350,000 tested, 0.59% active;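 active = activity change of -60% or lower, but not beyond a set lower limit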; also: % is scaled to controls: 0 for no effect and ±100 for the full control effect
D2 agonist = D2 dopamine receptor (human) agonism. activation, % at 2 µM. AID 485358. 340,000 tested, 0.53% active. HEK293 T-REx D2 cells, calcium flux agonist mode;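 active = activation over 3 SD above normal in the single-dose calcium agonist read, cut at about 30% in these data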; also: 0% is about no effect
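Tetracycline-induced HEK293 T-REx cells with force-coupled D2 receptor, plated overnight at 30 C, loaded with no-wash calcium dye. After a 10 s baseline, compound was pin-added and calcium flux read kinetically for 180 s; calcium rises flagged agonists.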
D1 antag = antagonists of human D1 dopamine receptor. P21728. HEK293 TREx D1 cells, calcium flux, dopamine EC80; stronger effect = lower value. activity change, negative = inhibition, % at 10 µM. 360,000 tested, 3.2% active; in the data active = activity change below about -30%; also: % is scaled to controls: 0 for no effect and ±100 for the full control effect
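Using tetracycline-induced force-coupled D1 Hek293 cells and a calcium dye, signals were followed for 180 s after compound, then for 180 s after EC80 dopamine, to detect inhibitors.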
D1 PAM = potentiators of human D1 dopamine receptor; HEK293 TREx D1 cells, calcium flux, dopamine EC20 potentiation; potentiation, % at 10 µM; 360,000 tested, 0.036% active; AID 504651; in the data active = potentiation above about 30%; also: 0% is about no effect
RXFP1 agonist = agonists of human relaxin receptor RXFP1; Q9HBX9; HEK293T-RXFP1 cAMP TR-FRET, 30 min; response scale: percent of porcine relaxin response, buffer zero; Potency, µM (titrated, usually from 57.5 µM), without a hit: at the top dose activation, hits mostly activators; 370,000 tested, 0.3% active; active = well fitted activation curve with a large enough effect; also: potency is read from the fitted curve at half-maximal effect; % is scaled to controls: 0 for no effect and ±100 for the full control effect; nearly all actives have a fitted effect of over 60% in size; many of its hits are not listed in these tables
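cAMP rise read by TR-FRET after 30 min, 37C compound exposure (up to 58 uM) in RXFP1-transfected HEK293 cells with Ro 20174 present. EC50 from Hill-equation fits, with 29 nM porcine relaxin as 100% and buffer as basal.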
Active calls of the source: *; . = not tested or not shown. Not all compounds are listed, so the mix of outcomes need not match the whole.

structure	D1 agonist	RXFP1 agonist	RXFP1 antag	D1 antag	TRHR PAM	D2 agonist	D1 PAM	D2 antagonist	D2 potentiator
CCOCCCNC(=O)C(NC(=O)c1ccc(=O)[nH]c1)c1ccc(C)cc1 (stereo not drawn)	1	1.4%	.	-3	4	-0.2	6	13	-10
COc1ccc(C(=O)Nc2cccnc2)cc1S(=O)(=O)N1CCOCC1	4	2.2%	-7	11	2	0.8	-4	0	21
CCC(Cc1ccccc1)NC(=O)C1CCN(S(=O)(=O)c2ccc3c(c2)CC(C)N3C(C)=O)CC1 (stereo not drawn)	0	-0.4%	.	1	-3	0.2	-6	-19	6
Cn1cc(SCC(=O)Nc2ccc3c(c2)OCO3)c2ccccc21	10	0.3%	1	-35*	14	.	.	-8	-17
COc1ccc(NS(=O)(=O)c2cc(N/C(=N\S(=O)(=O)c3ccccc3)c3ccc(F)cc3)ccc2Cl)cc1	8	3.3%	3	-38*	-1	0.5	0	-1	-9
CC(=O)Nc1cccc([N+](=O)[O-])c1	4	0.3%	23	-8	2	0.6	-5	-16	4
Cn1c(NC(=O)CC(C)(C)C)cc(=O)n(C)c1=O	2	0.3%	.	-7	0	1.2	1	-4	-7
COc1cc(CN(CCc2c(C)[nH]c3ccc(C)cc23)C(=S)NC(C)(C)C)cc(OC)c1OC	30*	-1.8%	.	-25	-5	0.0	-9	1	-8
O=C(c1cccc([N+](=O)[O-])c1)c1cc2ccccc2o1	1	-0.3%	-17	-4	5	0.5	1	-12	14
CCOC(=O)C1CCN(C(=O)CSc2n[nH]c(=O)[nH]c2=O)CC1	2	-1.0%	-17	4	1	1.1	9	-11	-3
Cc1ccccc1Nc1nc(N)nc(COC(=O)CCS(=O)(=O)c2ccccc2)n1	1	1.6%	6	7	1	2.4	0	32*	-13
COC(=O)c1cccc(-c2noc(-c3ccccc3F)n2)c1	2	0.8%	.	.	-3	-0.4	7	-2	4
C=CCn1c(-c2csc3ccccc23)n[nH]c1=S	0	0.3%	-12	2	-5	-1.4	-2	-3	0
CC(C)(C)NC(=O)COc1ccc(-c2ccccc2)cc1	4	-0.1%	34	-12	-11	-0.5	-8	6	4
O=C(/C=C/c1ccccc1[N+](=O)[O-])NCc1cccnc1	-1	1.3%	12	-14	-5	0.2	-14	23	-16
COc1ccc(C(=O)NCC(=O)N/N=C/c2ccc([N+](=O)[O-])o2)cc1OC	2	-3.0%	-10	-9	4	0.8	2	-6	-3
O=C(c1cn[nH]c1)N1CCc2c([nH]c3ccccc23)C1c1c(F)cccc1Cl (stereo not drawn)	5	-1.7%	-13	-3	4	-0.8	-5	3	-12
COc1ccc(-n2c(=S)[nH]c3cc(C(=O)O)ccc3c2=O)cc1	2	3.3%	-8	-6	4	0.0	2	7	-6
COc1ccc(-n2nc([N+](=O)[O-])c(=NCCC3=CCCCC3)n2O)cc1	3	-2.9%	-19	-5	1	0.2	1	14	-2
Fc1ccc(/C=N/Nc2nc3ccccc3[nH]2)cc1F	-2	-1.2%	-11	-10	-11	.	-2	.	1
O=C(CCC1CCCCC1)Nc1nncs1	1	1.0%	2	3	7	0.1	-1	0	-2
Cc1cc(F)ccc1S(=O)(=O)N1CCCOC1CNC(=O)C(=O)NCCC1=CCCCC1 (stereo not drawn)	6	1.5%	-13	2	0	1.6	-1	-2	10
COc1ccc(NC(=O)CN(C)CC(=O)Nc2cccc(C(C)=O)c2)cc1	2	-1.7%	-2	-5	11	0.5	12	15	10
NC(=S)NNC(=O)[C@@H]1CCCC[C@@H]1C(=O)O	1	2.0%	-14	-17	-4	-2.4	0	5	15
COc1ccc(-c2nn(-c3cccc(F)c3)c3c2cnc2cc(OC)c(OC)cc23)cc1	1	7.9%	-7	-1	-3	2.4	0	.	1
CC1(C)Cc2cccc(OCC(=O)N3CCN(c4cccc(Cl)c4)CC3)c2O1	2	0.0%	-20	6	-5	-1.2	9	-10	-16
COc1cc(C(=O)N/N=C/c2cn(Cc3cccc(F)c3)c3ccccc23)ccc1O	7	-0.1%	-24	-25	9	-0.8	-3	-2	13
Cc1ccc(NC(=O)CCNS(=O)(=O)c2ccc(OC(F)(F)F)cc2)c(O)c1	3	1.0%	10	-7	-3	0.0	-1	25	1
CC(C)c1ccc(NC(=O)CSC2=Nc3ccccc3C3=NC(CCC(=O)NC4CCCCC4)C(=O)N23)cc1 (stereo not drawn)	1	-0.3%	-22	3	0	0.5	-4	.	10
O=C(COC(=O)c1ccc2ccccc2n1)Nc1ncc(C(F)(F)F)cc1Cl	1	3.1%	-7	-7	2	-1.3	3	-12	3
CCOc1ccc(N2Cc3ccccc3C2)cc1	1	-1.2%	1	-3	12	0.2	-5	0	10
N#Cc1ccc(CSc2nnc(NC(=O)C3CC(=O)N(c4ccc5c(c4)OCCO5)C3)s2)cc1 (stereo not drawn)	1	0.0%	-13	-1	2	-0.1	-4	-7	-1
COc1ccc(OC)c(Nc2ncnc3ccc(Br)cc23)c1	1	13%	1	1	14	0.5	-4	-6	-14
COc1ccccc1-c1nc(C#N)c(N2CCN(c3cccc(Cl)c3)CC2)o1	1	-1.0%	17	-28	10	-1.7	-7	5	-1
COc1ccc(C(=O)Nc2nnc(S(=O)(=O)N(CC(C)C)c3ccccc3)s2)cc1	2	1.2%	-9	4	-5	0.1	-5	.	-13
COc1ccccc1NS(=O)(=O)c1cccc(NC(=O)Cc2cccs2)c1	9	6.6%	1	-23	-2	-0.9	-8	1	10
CCN(CC)CCOC(=O)c1ccc(NC(=O)/C=C/c2cccs2)cc1	7	1.7%	2	3	-1	0.5	-5	11	-21
CCCN(CC(=O)Nc1ccccc1OC)C(=O)c1ccc(S(=O)(=O)Nc2ccccc2)cc1	-2	-1.1%	-17	11	0	-0.6	-4	5	1
O=c1c(C=NCC2CCCO2)c(-c2ccccc2)[nH]n1-c1ccc([N+](=O)[O-])cc1 (stereo not drawn)	2	0.9%	-10	-10	0	0.9	-3	-12	1
Cc1ccc(C(=O)N2CCCC2)cc1S(=O)(=O)N1CCCCC1	1	1.8%	-17	-9	3	0.6	1	1	12
CSc1oc(-c2ccc(F)cc2)nc1S(=O)(=O)c1ccccc1	1	2.0%	2	-6	2	-0.1	-11	9	4
CCn1nc(C)c(CNC(=O)CC2C(=O)NCCN2Cc2ccc(C)o2)c1C (stereo not drawn)	0	-0.6%	-1	4	-7	0.3	4	8	-7
COc1ccc(C(=O)NC(=S)Nc2ccc(N3CCCC3)cc2)cc1OC	2	-1.5%	.	-31*	-1	-1.2	-3	-5	3
c1ccc2[nH]c(SCc3cn4cccnc4n3)nc2c1	2	3.4%	12	6	34*	0.5	0	-35	-1
COc1ccccc1-c1nnc(SCC(=O)N2CCCC2)o1	1	2.5%	-1	22	0	.	-2	.	8

Next section, overlapping the part above by three compounds.
structure	D1 agonist	RXFP1 agonist	RXFP1 antag	D1 antag	TRHR PAM	D2 agonist	D1 PAM	D2 antagonist	D2 potentiator
COc1ccc(C(=O)NC(=S)Nc2ccc(N3CCCC3)cc2)cc1OC	2	-1.5%	.	-31*	-1	-1.2	-3	-5	3
c1ccc2[nH]c(SCc3cn4cccnc4n3)nc2c1	2	3.4%	12	6	34*	0.5	0	-35	-1
COc1ccccc1-c1nnc(SCC(=O)N2CCCC2)o1	1	2.5%	-1	22	0	.	-2	.	8
O=C(O)c1c2c(nc3ccccc13)CCCCC2	3	-0.3%	.	0	-10	1.0	6	4	-7
Cc1ccc(C)c(S(=O)(=O)N/N=C/c2ccc(F)cc2)c1	1	3.5%	-6	12	15	2.4	-2	1	-7
Cc1ccc(C(C(=O)NC(C)(C)C)N(CC2CCCO2)C(=O)Cn2nnc(-c3ccc(C)o3)n2)cc1 (stereo not drawn)	6	-0.3%	-7	10	4	0.3	4	8	-4
O=C(NCCCSc1ccccc1)c1cccnc1	0	0.9%	-5	-7	-1	-0.5	-4	6	0
CCCCN(CCCC)c1nc(-c2ccncc2)nc2ccccc12	1	-2.0%	-2	-4	0	-0.1	4	9	-6
Cc1cc(C)[n+](-c2ccc(C(C)C)cc2)c2[nH]c(=O)[nH]c(=O)c12	3	7.7%	3	0	-2	-0.9	-6	6	-22
COc1ccc(-n2c(SCC(=O)Nc3nccs3)nc3sc4c(c3c2=O)CCN(C)C4)cc1	4	5.3%	-2	2	8	-0.9	5	10	5
CC1=C(C(N)=O)C(c2ccc(Br)cc2)n2ncnc2N1 (stereo not drawn)	2	0.5%	6	5	-2	2.2	9	11	4
N#C/C(=C\c1ccccc1)C(=O)OCC(=O)N1CCCC1	0	-0.5%	1	4	-1	1.9	-1	1	8
Cc1ccc(C)c(NC(=S)NNC(=O)c2cc3c(s2)CCC(C)C3)c1 (stereo not drawn)	0	-0.4%	-37	-5	5	.	7	.	-9
O=c1c2c3c(sc2nnn1Cc1ccc(Br)cc1)CCCC3	3	-1.5%	-16	-2	6	-0.2	-2	.	10
CC(Sc1nc(-c2ccc(F)cc2)cs1)C(=O)Nc1ccc(Cl)cn1 (stereo not drawn)	4	-0.9%	-20	-4	2	-0.3	7	-3	-28
CN(C)C(=O)c1cc(F)ccc1Sc1cc(Cl)ccc1Cl	0	-1.0%	-6	4	-9	-0.5	-3	14	-7
O=C(Nc1ccccc1C(=O)N1CCN(c2ccccc2)CC1)c1ccco1	2	0.4%	3	14	-4	0.6	-1	-24	-3
CC(=O)Nc1ccc(S(=O)(=O)N(C)CC(=O)OCC(=O)N2CCCCC2)cc1	-2	0.4%	12	-10	2	1.5	-6	-15	12

The last two compounds of the section before come first, to join the parts:
structure	D1 agonist	RXFP1 agonist	RXFP1 antag	D1 antag	TRHR PAM	D2 agonist	D1 PAM	D2 antagonist	D2 potentiator
O=C(Nc1ccccc1C(=O)N1CCN(c2ccccc2)CC1)c1ccco1	2	0.4%	3	14	-4	0.6	-1	-24	-3
CC(=O)Nc1ccc(S(=O)(=O)N(C)CC(=O)OCC(=O)N2CCCCC2)cc1	-2	0.4%	12	-10	2	1.5	-6	-15	12
CCOc1ccc(NC(=O)Nc2ccc3c(c2)nnn3C)cc1	2	4.0%	0	5	1	0.3	-1	-7	-3
O=C1CCCC1C(=O)Nc1ccc2ccccc2c1 (stereo not drawn)	1	0.7%	5	-1	-8	1.1	0	-11	-13
Nc1cc(Cl)nc(N/N=C/c2ccccc2[N+](=O)[O-])n1	2	-1.1%	-2	2	-2	-0.1	7	7	3
CCC(=O)c1c(CC)c2n3c1CC[C@H]3CCC2	0	-2.7%	.	9	2	0.5	4	1	-11
